GSK3beta inhib: inhibitors of human GSK3beta kinase; P49841; GST-GSK3beta kinase, ADP-Glo luminescence, 60 min; hits give low values; activity score (negative = inhibition), % at 10 µM; 0.038% of 300,000 active; AID 2097;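 active means more than half of replicate wells score below -50%, meaning over 50% inhibition versus plate controls; inconclusive means some replicates but at most half score below -50%; inactive means no replicate scores below -50%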;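 further: 0% = median DMSO wells and -100% = median GW8510 positive control wells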
Target sequence (P49841 whole entry, looked up): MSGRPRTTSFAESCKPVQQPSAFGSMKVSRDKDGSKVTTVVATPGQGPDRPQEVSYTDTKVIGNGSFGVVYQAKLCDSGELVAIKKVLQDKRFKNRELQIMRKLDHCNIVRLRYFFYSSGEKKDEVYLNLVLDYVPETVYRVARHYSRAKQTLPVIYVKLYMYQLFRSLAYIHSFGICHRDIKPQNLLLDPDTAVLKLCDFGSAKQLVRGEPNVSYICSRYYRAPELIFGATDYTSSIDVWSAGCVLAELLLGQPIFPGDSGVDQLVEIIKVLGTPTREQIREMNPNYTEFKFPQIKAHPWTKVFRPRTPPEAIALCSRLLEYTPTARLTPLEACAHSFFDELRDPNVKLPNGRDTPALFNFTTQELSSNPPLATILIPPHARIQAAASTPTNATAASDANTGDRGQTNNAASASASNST
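test system = GST-tagged human GSK3beta kinase, cell-free | reagent = 25 µM ATP with peptide substrate | dosing = one dose of 10 µM per compound | schedule = 60 min reaction, RT | detection = luminescent ADP-Glo measurement of ADP formed | control set = DMSO neutral wells and GW8510 at 20 µM as positive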
GSK3A inh: inhibitors of human GSK-3 alpha kinase | P49840 | ADP-Glo luminescence, 60 min | inhibition, % at 10 µM | 0.1% of 320,000 active;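 in the data active means inhibition above about 50%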;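 further: GST-tagged GSK-3 alpha with peptide substrate and 25 µM ATP; 0% = DMSO neutral wells and 100% = GW8510 positive control wells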
Target sequence (P49840 whole entry, looked up): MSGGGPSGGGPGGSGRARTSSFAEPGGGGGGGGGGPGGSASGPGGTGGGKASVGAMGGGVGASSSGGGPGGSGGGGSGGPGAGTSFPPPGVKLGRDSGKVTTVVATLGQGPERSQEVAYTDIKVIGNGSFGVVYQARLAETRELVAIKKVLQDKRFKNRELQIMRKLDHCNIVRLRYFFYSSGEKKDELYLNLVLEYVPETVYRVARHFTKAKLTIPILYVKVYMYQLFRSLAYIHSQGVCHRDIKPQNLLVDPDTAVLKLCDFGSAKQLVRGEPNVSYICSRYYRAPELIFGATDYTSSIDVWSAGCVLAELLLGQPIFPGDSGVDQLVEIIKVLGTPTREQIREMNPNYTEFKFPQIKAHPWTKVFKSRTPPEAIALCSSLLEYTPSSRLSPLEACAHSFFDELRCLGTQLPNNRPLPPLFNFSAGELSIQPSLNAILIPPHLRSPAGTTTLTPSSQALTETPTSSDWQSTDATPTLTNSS
IEC-6 cytotox: kills IEC-6 intestinal cells in KLF5 counter-screen. IEC-6 cytotoxicity, luminescence viability. inhibition, % at 5 µM. 0.78% of 290,000 active; in the data active means inhibition above about 22%;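 further: 0% = plate median of test compound wells and 100% = cytotoxic reference compound wells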
HSF-1 act: increases HSF-1 driven luciferase reporter signal; AID 504408; 1.7% of 300,000 active; activation, % at 9 µM; NIH3T3-HGL HSF-1 luciferase reporter, MG132, 8 h; 100% = twice DMSO control signal;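 active means mean replicate activation of at least 50% with a set share of replicates each reaching 50%; inconclusive means only one of those two conditions met; inactive means mean below 50% and too few replicates reaching it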;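 further: 0% = median of the neutral control wells and 100% = twice that signal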
HSF1 inh: HSF1 inhibition; NIH3T3-HGL HSE-luciferase, MG132-induced, luminescence 8 h; hits give low values; activity change, negative = inhibition, % at 7.5 µM (by protocol); 0.77% of 300,000 active; AID 2098;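 active means more than half of replicate wells show activity change below -50%, luminescence cut by over half; inconclusive means some wells, but at most half, below -50%; inactive means no replicate well below -50%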;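 further: luciferase reports HSF-1 transcriptional activity via heat shock element; 0% = median of DMSO wells and -100% = zero luminescence signal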
HIF act: HIF pathway transcriptional activation. U2OS HRE-luciferase reporter, luminescence; normalized: DMSO 0%, desferrioxamine 100%. activation, % at 7.5 µM (by protocol). 0.32% of 300,000 active. AID 1910;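 active means mean activation of at least 10% of the iron chelator positive control signal, with at least half of replicates also reaching 10%; inconclusive means mean and replicate majority disagree about reaching 10%; inactive means mean and most replicates under 10%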
KLF5 inhibitor: suppresses KLF5 promoter-driven expression. DLD-1 KLF5 promoter-luciferase reporter, luminescence. inhibition, % at 5 µM. 0.23% of 290,000 active. AID 1700;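 active means inhibition above a per-plate limit of that plate's mean compound inhibition plus 3 SD, cut at about 60% in these data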;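 further: 0% = DMSO wells and 100% = LY294002 at 200 µM; higher means less KLF5 promoter-driven luciferase light; inactives centre near -14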
aSyn UTR inh: 5' untranslated region of α-synuclein, MLPCN primary screen; inhibition, % (tested at 7.5 µM); 0.82% of 300,000 active; AID 1813; alpha-synuclein 5'UTR reporter, inhibitor activity; in the data active means inhibition above about 60%; inconclusive means no clear call, values can overlap the other calls;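 further: H4 neuroglioblastoma cells stably carrying SNCA 5'UTR luciferase fusion; 0% = DMSO wells and 100% = positive control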
AI-2 QS modul: modulators of Vibrio harveyi AI-2 quorum sensing system; Vibrio harveyi JMH597 AI-2 luminescence/OD600 ratio, 9 h; hits give low values; strain lacks LuxN and CqsS sensors; 0 = neutral-control median; activity change, % at 7.5 µM; 0.4% of 300,000 active; AID 2094; in the data active means activity change below about -75%, passing the limit was not always enough; inconclusive means no clear call, values can overlap the other calls;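 further: luminescence divided by OD600 gain over 9 h not by final OD600 alone; inactives centre near 13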
HSP90 refold inh: inhibitors of HSP90 luciferase refolding in rabbit reticulocyte lysate. AID 1789. 0.91% of 290,000 active. inhibition, % at 5.6 µM. luciferase refolding luminescence, 3 h;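 active means inhibition above the screen-wide mean plus 3 SD, computed separately per campaign, cut at about 16% in these data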;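 further: 0% = DMSO wells and 100% = 60 µM geldanamycin wells; inhibitors lower the luminescence because luciferase stays unfolded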
Active calls of the source: *; u = inconclusive; x = no result given.

Values run as follows: GSK3beta inhib, GSK3A inh, IEC-6 cytotox, HSF-1 act, HSF1 inh, HIF act, KLF5 inhibitor, aSyn UTR inh, AI-2 QS modul, HSP90 refold inh
COc1ccc(CNC(=O)C2CCN(S(=O)(=O)c3ccccc3)CC2)cc1
  -1, -1, -1, 8, 7, -11, -8, 10, 2, -5
Cc1ccc(/C=C2\SC(=S)N(c3cccnc3)C2=O)o1
  1, 1, -20, 24, 21, 0.2, -20, -2, 16, 4
CC1CC(C)CN(CC(=O)N2CCOCC2)C1 (stereo unspecified)
  -2, 1, 4, 11, 2, -0.1, -10, 3, 13, 0
O=C(c1ccco1)c1cn(CC(=O)N2CCCc3ccccc32)c2ccccc12
  4, 5, 0, 44, 20, -0.6, -28, 9, u, 0
O=C(CN1CCCCCC1)Nc1ccccc1Oc1ccccc1
  -31, 1, -1, 5, 5, -0.6, -20, 17, 1, 0
COc1ccc(-c2noc(=O)[nH]2)cc1
  -1, -2, 1, -15, -6, -0.7, -10, 3, 10, 3
Cc1ccnn1CC(=O)N/N=C/c1c[nH]c2ccccc12
  0, 3, 0, 14, -5, 0.0, -6, 27, 16, 1
CC(OC(=O)Cc1c(F)cccc1Cl)C(=O)NCCC1=CCCCC1 (stereo unspecified)
  -1, -1, -4, -3, 9, -0.1, -38, -6, 31, -5
O=S(=O)(/N=C(\Sc1ccccc1)c1ccccc1)c1ccc(Cl)cc1
  -1, -6, 0, 15, 0, 0.2, -21, 0, 38, 1
Cc1cccnc1NC(=O)C(C)N1C(=O)c2ccccc2C1=O (stereo unspecified)
  -1, -2, 4, 4, 2, 0.0, -15, 2, 16, -2
COC(=O)C1=C(C)N(Cc2ccco2)C(=O)N[C@H]1c1cccc(C(F)(F)F)c1
  x, -1, 3, x, x, x, -4, x, x, -1
O=C(CCNC(=O)c1ccc(Cl)cc1)NCCC1=CCCCC1
  4, -3, x, 50, 35, 2.7, x, -124, -7, x
COc1ccc(-n2c(C)cc(/C=C3\C(=O)NN(c4ccccc4)C3=O)c2C)cc1
  1, -3, -3, 25, 7, 1.3, -18, -113, 30, -8
CN(C)C(C(=O)Nc1cc(Cl)cc(Cl)c1)c1ccccc1 (stereo unspecified)
  1, 0, -14, -6, -3, -0.8, -1, -6, 8, -1
COc1ccc(NC(=O)C(NS(=O)(=O)c2cccs2)C(C)C)cc1Cl (stereo unspecified)
  -3, -1, -1, 4, 2, -0.2, -5, 1, 9, 2
Cn1c(=O)oc2cc(S(=O)(=O)Nc3ccc4c(c3)OCCO4)ccc21
  2, 3, -6, -43, -37, -0.2, -48, -20, 40, 0
CC1CCN(C(=O)COC(=O)c2cc3ccccc3cc2O)CC1
  -1, -1, -6, -1, -1, 1.4, -23, -12, 23, 1
Cc1ccc(CNCc2ccco2)cc1
  2, 1, 0, -10, -8, 0.2, -18, -1, 9, 0
FC(F)(Cl)c1nnc2ccc(Cl)nn12
  -2, -1, 1, -3, -2, -0.5, -15, 2, 17, -2
O=C(NN=C1CCCC1)c1cc(-c2ccc(F)cc2)nc2ccccc12
  -1, 0, 7, 16, 4, 0.0, -21, -12, 8, -1
CC1=C([N+](=O)[O-])C(c2ccc(Cl)cc2)NC(=O)N1 (stereo unspecified)
  9, -2, 11, 9, -2, -0.1, -5, 2, 2, 1
CCN(CC)CCN1C(=O)C(=O)/C(=C(/O)c2cnn(-c3ccccc3)c2C)C1c1cccnc1 (stereo unspecified)
  1, 2, -13, 2, -2, -9.6, -22, 10, 10, -3
Cc1ccc2occ(CN3CCN(Cc4ccccc4)CC3)c(=O)c2c1
  -6, -3, 6, 1, 8, 0.8, -16, -15, 9, 0
CCCCN(C(=O)c1c(CC)noc1C)c1c(N)n(CCCC)c(=O)[nH]c1=O
  x, -1, x, 11, -1, 0.2, x, -10, x, x
COc1cccc(NC(=O)C2CCCN(S(=O)(=O)c3cccc4nsnc34)C2)c1 (stereo unspecified)
  0, -6, -1, -10, -1, -0.4, -6, 2, 10, 3
CCNC(=S)N(CCO)Cc1cc2cc3c(cc2[nH]c1=O)OCO3
  -2, 1, 2, -27, -9, -0.1, -2, 16, -6, -1
COc1ccc(/C=N/NC(=O)Cn2c(Cc3ccc(OC)c(OC)c3)nc3ccccc32)cc1
  3, -2, 1, 15, 2, 0.5, -8, 14, 14, 3
CNS(=O)(=O)c1c(C)cc(C)c(N(C)S(=O)(=O)c2ccccc2)c1C
  0, -2, 11, 27, -2, -0.3, -14, 6, -1, 4
O=C(Cc1ccccc1)NCC(=O)OCC(=O)c1ccc(OC(=O)c2ccccc2)cc1
  3, -2, -2, 9, 10, 0.6, -18, -8, 24, 3
CCOc1ccc(NC(=O)CSc2nc3cccnc3n2CCOC)cc1
  0, -2, -5, 6, 6, -0.2, -16, 2, 13, 0
CCOc1cc(N2CCCC2)ccc1[N+](=O)[O-]
  -2, 3, -1, 0, -2, -0.1, -2, 23, 17, 1
CCOC(=O)N1CCN(C(=O)c2cn(CC)c3ccc(S(=O)(=O)N4CCCC4)cc3c2=O)CC1
  3, -4, 1, 22, 1, -0.2, -28, 12, 18, 0
COc1ccccc1-c1nnc2n1N=C(C(C)(C)C)CS2
  1, 12, 4, 9, -2, -0.2, -2, 24, 28, 7
COC(=O)c1sc(S(=O)(=O)N2CCN(c3ccccc3)CC2)c(C(=O)OC)c1C
  3, -2, -4, -1, 7, -0.4, -8, -15, 2, 5
NC(=O)C1CCN(CC(=O)Nc2ccccc2N2CCOCC2)CC1
  -24, -2, 0, 2, -5, -0.3, -21, 3, 9, 3
Nc1cc[n+](CC(=O)c2ccc3c(c2)OCCO3)cc1
  2, -2, -4, 3, -5, 0.7, -30, 26, 15, -1
COc1ccc(NC(=O)N2CCCC(C(=O)NC(C)C)C2)cc1 (stereo unspecified)
  2, -3, -2, -21, -10, 0.3, -38, 2, 13, 1
COc1ccc(-c2nn(-c3ccccc3)cc2/C=C/C(=O)O)cc1[N+](=O)[O-]
  1, 0, 7, -53, -39, -0.2, -36, 28, 26, -1
CNC(=O)CN(c1cc(OCCOC)c(Cl)cc1Cl)S(=O)(=O)c1ccc(OC)cc1
  1, -6, 8, -4, -5, 3.2, -20, -47, 32, 2
CCN(CC(=O)Nc1ccc(OC)cc1)C(=O)c1oc2c(Cl)cccc2c1C
  3, x, x, -2, 1, 0.0, x, 22, 11, x
COCCSc1nnc(NC(=O)C2CC(=O)N(CCc3ccc(F)cc3)C2)s1 (stereo unspecified)
  3, -3, -3, 4, -3, -0.3, -23, 2, 17, -5
OC(CNCc1cccc(Cl)c1)c1ccccc1 (stereo unspecified)
  3, -1, 0, 72*, 25, 0.0, -32, -11, 21, -4
COc1ccc(C(C)NC(=O)Cc2cccs2)cc1 (stereo unspecified)
  -1, -1, -3, -19, -7, -0.9, -3, 10, -2, 1
CC(=O)/C(=N/Nc1cccc(Cl)c1)N1CCOCC1
  1, 0, 0, -5, -8, 0.1, -31, -23, 6, 0
C=CCNCCCOc1ccc(C(C)(C)c2ccccc2)cc1
  -4, 3, 0, -9, 4, -1.3, -7, -30, 1, -1
CC(=O)N1CCC(=NNC(=O)c2cc3ccccc3cc2O)CC1
  -2, 4, -6, 4, 0, 45*, 20, -1, 25, 0
CCCCOc1ccc(C(=O)NCc2ccccn2)cc1
  2, x, 4, 3, -1, 0.0, -11, -31, 24, -2
Cc1nn(CC(=O)NCCCc2ccccc2)c(=O)c2cc3occc3n12
  -1, -2, -2, 2, 3, 0.1, -43, 18, 43, -2
COc1ccc(COC(=O)c2ccc(S(=O)(=O)N3CCC(C)CC3)cc2)cc1
  0, x, -5, 9, -3, 0.4, -5, 17, 25, -4
O=c1c2ccccc2cnn1Cc1ccc(Br)cc1F
  -1, -2, -4, -1, 4, 0.6, -28, 1, 46, -2
COc1ccc2nc(NC(=O)c3cnccn3)sc2c1
  -3, 0, 9, 49, 22, -1.1, -106, -6, 3, 5
COc1cc(NC(=O)C2C3C=CC(C3)C2C(=O)O)c(OC)cc1Cl (stereo unspecified)
  1, 2, 5, 10, 1, -0.3, -5, -16, 14, 2
CCNC(=S)N1CCc2cc(OC)c(OC)cc2C1COc1ccc(OC)cc1 (stereo unspecified)
  1, -1, -7, 37, 7, -1.1, -18, 18, 17, -2
O=C(N/N=C/c1ccccc1)c1ccc(N2CCOCC2)c([N+](=O)[O-])c1
  0, -1, -2, -2, 1, -1.1, -9, -3, 12, -3
Nc1cccnc1Sc1cc(Cl)c(Cl)cc1Cl
  -4, 0, 1, -7, -2, -0.4, -5, 38, 6, -1
C/C(=N\NC(=O)c1ccccc1-n1cccc1)C1CC1
  -1, -2, 5, 2, -1, -0.1, 14, -16, 3, -1
COc1ccc2nc(N3CCCC(C(=O)NCCCN4C(C)CCCC4C)C3)sc2c1 (stereo unspecified)
  -6, -2, 4, -6, -7, 0.4, -54, -4, 15, 1
Cc1cc(C)cc(NC2=CC(=O)CC(c3ccco3)C2)c1 (stereo unspecified)
  -2, -4, 1, 5, -5, 0.4, -27, 8, 12, 2
O=C1CCCN1Cc1ccccc1
  3, -2, 0, -1, -3, -0.1, -43, 2, 24, -6
CCc1nc2cccnc2n1-c1ccc(CC(=O)NC(C)CC)cc1 (stereo unspecified)
  -25, -1, -3, -3, -4, -0.3, -42, -1, 21, -2

High-throughput results deposited in PubChem by several laboratories.
